High-throughput results deposited in PubChem by National Center for Advancing Translational Sciences (NCATS).
IMPase inh – cell-permeable inhibitors of inositol monophosphatase (IMPase). P97697. CHO-M1 cells, IP1 accumulation, HTRF TR-FRET ratio. inhibition (IP1 accumulation), % at 46.1 µM. 120,000 tested, under 10 active. AID 901; active = well fitted curve in the direction sought with a large enough effect in the signal ratio, not every such curve was filed as active; inconclusive = small, poorly fitted or top-dose-only effect, or a change in a side signal; inactive = no such curve, though single readings can be large or run the other way; the % refers to the signal ratio;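 note: cells stimulated with carbachol in lithium chloride buffer; plate controls were DMSO basal wells for no effect and reference inhibitor wells for full effect; higher means more IMPase inhibition seen as more IP1 and lower FRET ratio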
Target sequence (P97697 whole entry, looked up): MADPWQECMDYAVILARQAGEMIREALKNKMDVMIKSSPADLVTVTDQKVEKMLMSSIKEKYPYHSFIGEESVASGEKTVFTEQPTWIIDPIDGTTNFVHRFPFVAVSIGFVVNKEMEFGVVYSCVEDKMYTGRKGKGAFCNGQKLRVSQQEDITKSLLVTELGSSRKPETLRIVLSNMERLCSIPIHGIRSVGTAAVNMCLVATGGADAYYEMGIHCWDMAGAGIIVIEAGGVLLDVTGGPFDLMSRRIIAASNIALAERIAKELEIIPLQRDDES
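CHO-M1, 2000 cells/well, cultured 16–30 h; cpd up to 46 uM; carbachol (50 uM solution, stimulation buffer w/ 50 mM LiCl, pH 7.4), 30 min 37C; IP-One TR-FRET, 10 min RT; Ex 320/Em 665, 620; Hill-fit AC50.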
PNC inhibitor – blocks assembly of the perinucleolar compartment; activity change (PNC), negative = inhibition, % at 10 µM; PC3M PTB-GFP, PNC prevalence imaging, 16 h; hits give low values; AID 2417; 140,000 compounds, 3.1% hits;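 active = readout at or below -70, meaning at least 70% loss of cells showing the perinucleolar compartment, a nuclear body marking cancer cells; inconclusive = readout between -30 and a set limit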;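 note: plate controls were DMSO wells for no effect and camptothecin positive control wells for full effect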
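Read-out is percentage of cells bearing a perinucleolar compartment, from automated 20x imaging of fixed, Hoechst-stained PC3M PTB-GFP cells. Cells were seeded 4 h, then exposed 16 h to compound (23 nl of library stock) in duplicate plates.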
15-hLO-2 inh – blocks human 15-lipoxygenase 2 activity | 110,000 compounds, 0.56% hits | O15296 | Potency, µM (top dose mostly 57.1 µM), for inactives: top-dose activity change, negative = inhibition, hits mostly inhibitors | purified 15hLO-2, xylenol orange hydroperoxide absorbance; note: potency is the fitted concentration of half-maximal effect; nearly all actives have a fitted effect of over 60% in size; many of its hits are not listed in these tables
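Purified human 15hLO-2 (50 nM) preincubated 15 min with compound, then 45 uM arachidonic acid for 90 min at RT in 25 mM Hepes pH 7.5, 0.01% Triton X-100. Hydroperoxide detected by Fe-xylenol orange; 573/405 nm absorbance ratio.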
ALOX12 inhib – blocks human 12-lipoxygenase activity; Potency, µM (highest dose often 57.1 µM), for the others: at the highest dose activity change, negative = inhibition, usual class: inhibitors; AID 1452; P18054; purified 12-hLO, xylenol orange hydroperoxide absorbance; 150,000 compounds, 0.12% hits; note: potency is the fitted concentration of half-maximal effect; nearly all actives have a fitted effect of over 55% in size; many of its hits are not listed in these tables
Target sequence (P18054 whole entry, looked up): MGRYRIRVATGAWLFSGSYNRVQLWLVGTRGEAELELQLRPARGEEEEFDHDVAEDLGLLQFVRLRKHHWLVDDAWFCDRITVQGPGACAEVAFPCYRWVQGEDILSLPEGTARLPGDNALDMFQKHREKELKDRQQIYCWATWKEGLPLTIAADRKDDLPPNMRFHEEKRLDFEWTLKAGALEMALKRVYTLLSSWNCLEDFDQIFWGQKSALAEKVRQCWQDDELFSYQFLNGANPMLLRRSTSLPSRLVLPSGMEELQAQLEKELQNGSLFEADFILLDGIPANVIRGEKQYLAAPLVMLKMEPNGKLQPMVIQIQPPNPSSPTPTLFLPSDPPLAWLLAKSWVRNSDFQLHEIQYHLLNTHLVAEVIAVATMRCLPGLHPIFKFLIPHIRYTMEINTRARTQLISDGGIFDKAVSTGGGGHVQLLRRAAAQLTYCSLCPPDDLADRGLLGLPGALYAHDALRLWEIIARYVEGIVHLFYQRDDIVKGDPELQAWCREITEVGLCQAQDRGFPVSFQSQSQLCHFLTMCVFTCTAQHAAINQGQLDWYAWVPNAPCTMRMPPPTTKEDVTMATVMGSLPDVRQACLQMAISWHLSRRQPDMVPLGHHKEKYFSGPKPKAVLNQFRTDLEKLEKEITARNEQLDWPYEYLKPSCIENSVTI
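150 nM 12hLO, 25 mM Hepes pH 7.0 + 0.01% Triton X-100; cpd preinc 15 min RT; 40 uM arachidonic acid, 30 min RT; Fe-XO 30 min; A573/A405 ratio as read-out.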
Starred values were filed as active, the others as inactive; ? = inconclusive; · = no result given; & = joins results of further samples; [ ] = another dose, or the depositor's remark. Unless noted, calls come from the whole dose curve; as a rule, active = well fitted curve in the direction sought with a large enough effect; inconclusive = small, poorly fitted or top-dose-only effect, or another doubt; inactive = no such curve, though single readings can be large; an effect the other way counts as inactive or inconclusive. Unless noted, % is set by controls: 0 for no effect and ±100 for the full control effect.

Value order: IMPase inh, 15-hLO-2 inh, PNC inhibitor, ALOX12 inhib
[1] O=C1CCc2cc(S(=O)(=O)N3CCCC3C(=O)NC3CCCCCCC3)ccc2N1 (stereo not given)
    -2, 1%, -10, 4%
[2] O=C(COC(=O)c1ccccc1NC(=O)C1CC1)c1ccc2c(c1)OCCO2
    1, ·, ?, 0%
[3] Cc1ccc(-c2nnn(CC(=O)NC3CC4CCC3C4)n2)cc1 (stereo not given)
    2, -1%, ?, 0%
[4] COc1cccc(C(=O)N2CCN=C2SCc2cccnc2)c1OC
    8, 2%, -18, 1%
[5] COc1ccc(-n2c(SCC(=O)NCC3CCCO3)nc3n[nH]c(C)c3c2=N)cc1 (stereo not given)
    3, 2%, 13, -10%
[6] O=C(NCCCN1CCOCC1)c1ccc2c(=O)n(CCc3ccccc3)c(=O)[nH]c2c1
    4, 12%, -95*, 3%
[7] COC(=O)c1ccc(-c2ccco2)n1Cc1cc(C)ccc1C
    -5, -3%, -11, 0%
[8] COc1ccc(OC(C)C(=O)NC2CC(C)(C)NC(C)(C)C2)cc1 (stereo not given)
    -2, 10%, 11, -4%
[9] Cc1cnc(C(=O)Nc2ccc3c(c2)CCC3)cn1
    -9, 8%, 55, -5%
[10] CCOC(=O)C1=C(C)NC(SCC(=O)Nc2cc(C)on2)=C(C#N)C1c1cccs1 (stereo not given)
    8, -17%, -23, -3%
[11] CC(C)(C)C(=O)NC(=S)NCCc1ccccc1
    9, 13µM*, -3, 13µM*
[12] CCCCc1ccc(NC(=S)Nc2ccc(Nc3ccc(OC)cc3)cc2)cc1
    13, ·, 11, ?
[13] CCn1cc(NC(=O)Nc2ccccc2C(=O)OC)c(C(N)=O)n1
    -6, -4%, 37, -7%
[14] Cc1[nH]nc2c1C(c1ccccc1F)CC(=O)N2 (stereo not given)
    2, ·, -106*, 9%
[15] O=C(COc1ccccc1)NC(Cc1c[nH]c2ccccc12)C(=O)O (stereo not given)
    -3, -18%, 20, -2%
[16] Cc1cc(Br)c(S(=O)(=O)n2nnc3ccccc32)cc1C
    2, 1%, ?, 1%
[17] Cc1nc2ccc3nc(NC(=O)c4ccc(S(=O)(=O)N5CCOCC5)cc4)sc3c2s1
    -6, -16%, -3, 0%
[18] O=C(c1cccc(F)c1)N1CCN(C(=O)c2cc(-c3ccc(Cl)cc3Cl)on2)CC1
    14, 3%, 42, -9%
[19] COc1cc(C)c(Br)cc1S(=O)(=O)N1CCCC1
    11, 2%, 3, 1%
[20] COc1ccc(S(=O)(=O)N2CCC(NC(=O)Nc3ccc(C)cc3)CC2)cc1
    -12, -3%, 41, 0%
[21] O=C1c2ccccc2C(=O)N1CCc1nc(-c2ccc(Cl)cc2)no1
    7, 7%, 2, 5%
[22] COC(=O)c1cc(C(=O)OC)cc(S(=O)(=O)Nc2ccc(Cl)c(N)c2)c1
    -2, -8%, ?, -5%
[23] O=C(Cn1ncc2c(=O)oc3ccccc3c21)NCC1COc2ccccc2O1 (stereo not given)
    6, -7%, 11, -4%
[24] COc1ccc(CSc2nc(C)cc(=O)[nH]2)cc1
    ?, -2%, 42, 3%
[25] COc1ccc(NC(=O)C(c2ccc(OC)cc2)N(C)C(=O)CC2NC(=O)NC2=O)cc1 (stereo not given)
    -8, ·, ?, -2%
[26] CCCCCc1nnc(NC(=O)C2CCCO2)s1 (stereo not given)
    8, -11%, 41, 2%
[27] O=C(Cn1nnc(-c2cccc(C(F)(F)F)c2)n1)NC(=O)NCc1ccco1
    1, -5%, 19, -4%
[28] CCOC(CCNC(=O)c1cn(-c2cccc(C)n2)cn1)OCC
    7, 9%, 29, 0%
[29] O=c1[nH]c(=O)n(C2CC(O)C(CO)O2)cc1C(F)(F)F (stereo not given)
    ·, 1%, ·, -3%
[30] CCOC(=O)C1=C(C)N=C2c3ccccc3C(=O)C2C1c1ccc(Cl)cc1 (stereo not given)
    11, -14%, -30, -12%

Part of the list above in order of number of heavy atoms, descending:
Value order: IMPase inh, 15-hLO-2 inh, PNC inhibitor, ALOX12 inhib
[17] Cc1nc2ccc3nc(NC(=O)c4ccc(S(=O)(=O)N5CCOCC5)cc4)sc3c2s1
    -6, -16%, -3, 0%
[18] O=C(c1cccc(F)c1)N1CCN(C(=O)c2cc(-c3ccc(Cl)cc3Cl)on2)CC1
    14, 3%, 42, -9%
[22] COC(=O)c1cc(C(=O)OC)cc(S(=O)(=O)Nc2ccc(Cl)c(N)c2)c1
    -2, -8%, ?, -5%
[28] CCOC(CCNC(=O)c1cn(-c2cccc(C)n2)cn1)OCC
    7, 9%, 29, 0%

(list continues)
Value order: IMPase inh, 15-hLO-2 inh, PNC inhibitor, ALOX12 inhib
[31] COc1cnc(SCc2ccc(Cl)cc2)nc1Cl
    3, ·, 31, -4%
[32] CN(C)c1cc(-c2ccccc2)nc(N)n1
    -1, 7%, -19, -6%
[33] COc1cccc(N2CCN(C(=O)CCn3c(=S)[nH]c4cc5c(cc4c3=O)OCO5)CC2)c1
    -2, -5%, 27, 2%
[34] COc1ccc(C2/C(=C(\O)c3cccc(OC)c3)C(=O)C(=O)N2c2ccccn2)cc1 (stereo not given)
    -9, 44%[activator], 13, -1%
[35] Cc1ccn2c(-c3n[nH]c(=S)n3Cc3ccccc3)c(C)nc2c1
    ·, ·, -1, 0%
[36] Brc1cccc(-c2nnc3n2CCCCC3)c1
    9, -1%, -26, 1%
[37] CCC(=O)Nc1ccc(-c2nn3c(C)nnc3s2)cc1C
    6, 1%, ?, 2%
[38] CC1CCCCN1S(=O)(=O)c1ccc2c(c1)CCN2C(=O)CCC(=O)O (stereo not given)
    -4, -1%, 3, 1%
[39] COC(=O)c1cc(=O)n(CCc2ccc(OC)c(OC)c2)c(=Nc2ccc(F)c(Cl)c2)s1
    8, 4%, -21, -15%
[40] O=C(Nc1ccc2c(c1)OCO2)C1CC(c2ccc(F)cc2)=NO1 (stereo not given)
    -2, -4%, 26, -8%
[41] O=C(COc1ccc([N+](=O)[O-])cc1)N/N=C/c1cc([N+](=O)[O-])ccc1N1CCOCC1
    -6, ·, -28, -4%
[42] CCCc1nc(N)nc2c1C(=O)CC(C)(C)C2
    -6, -6%, 21, 3%
[43] Cn1c(CN2CCCC2)nc2cc(NS(=O)(=O)c3ccc(Cl)cc3)ccc21
    5, 26%, -29, -3%
[44] CCOC(=O)c1c(C)[nH]c(C(=O)CSc2nnc(CC(C)c3ccccc3)o2)c1C (stereo not given)
    3, -2%, -10, -5%
[45] CCOc1cccc(CNn2cnnc2)c1OCc1ccccc1
    -9, 0%, 3, -2%
[46] Cc1cccc(CSc2ccc(-c3ccco3)nn2)c1
    -8, ·, ?, -1%
[47] CN(C)[C@@H]1C(=O)C(C(=O)NCN2CCCC2)=C(O)[C@@]2(O)C(=O)C3=C(O)c4c(O)cccc4[C@@](C)(O)C3CC12 (stereo not given in full)
    ·, ·, -9, 0%
[48] O=C(NCc1ccccc1)C(c1ccccc1)N(Cc1cccs1)C(=O)c1cnccn1 (stereo not given)
    0, 1%, 26, -6%
[49] CC(=O)Nc1cn(C(C)=O)c(C)n1
    -14, 1%, 41, -1%
[50] Cc1ccc(/C(O)=C2\C(=O)C(=O)N(CC(C)O)C2c2ccc(N(C)C)cc2)cc1 (stereo not given)
    4, 22%, -13, 4%
[51] CNC(=O)NC(=O)CSc1nnc(-c2ccco2)n1Cc1ccccc1
    45[activator], -7%, 45, -1%
[52] Nc1nc(Cl)cc(N2CCC(c3cc(-c4ccc(Cl)cc4Cl)n[nH]3)CC2)n1
    7, 6%, ?, -24%
[53] CCOC(=O)Nc1ccc2c(c1)Nc1ccccc1S2
    10, 13µM*, 41, -10%
[54] Cc1ccc(CNC(=O)C(NS(=O)(=O)c2ccc3nc(C)sc3c2)C(C)C)cc1 (stereo not given)
    -2, 2%, -21, 1%
[55] CCCc1nn2c(=O)c(C(c3ccc(C)cc3)c3c(O)nc4sc(CCC)nn4c3=O)c(O)nc2s1
    10, -7%, -18, 1%
[56] CC(OC(=O)C1CCC(=O)N1)C(=O)Nc1cc(Cl)cc(Cl)c1 (stereo not given)
    -8, ·, -3, -4%
[57] COc1cc(C(=O)NCCC(=O)NC2CCCCCCC2)cc(OC)c1OC
    3, -4%, 57, 1%
[58] CCOc1ccc(-n2c(Cc3cc(=O)[nH]c(=O)[nH]3)nnc2SCC(N)=O)cc1
    1, 6%, -84*, 9%
[59] CC(=C/C(=O)O)/C(=C/c1ccccc1)C(=O)O
    -10, ·, 4, 2%
[60] Cc1nn(C(C)c2n[nH]c(=S)n2-c2ccc(F)cc2)c(C)c1[N+](=O)[O-] (stereo not given)
    6, ·, -25, 1%
[61] O=C(NCc1ccc2c(c1)OCO2)C1CC(=O)N(c2ccc(F)cc2)C1 (stereo not given)
    ?, ·, ?, -11%
[62] COc1ccc(C/C(=N\O)c2ccc(OC)cc2)cc1
    -10, -4%, ?, -18%
[63] Cc1ccc(-n2c(Cc3cccs3)nnc2SCC(=O)Nc2ccc(F)c(F)c2)cc1
    1, 12%, 21, -11%
[64] O=S(=O)(NCC1CCCO1)c1ccc2c(c1)OCCO2 (stereo not given)
    2, -1%, ?, 1%
[65] O=C(Nc1ncnc2sc3c(c12)CCC3)c1ccco1
    -1, 4%[2.29 µM], ?, -16%
[66] CCN(CC)C(=O)c1ccc(COc2ccccc2Br)o1
    -4, 8%, 35, -9%
[67] CCOC(=O)N1CCC(NC(=O)CN2C(=O)C(CC)Oc3ccc(C)cc32)CC1 (stereo not given)
    -4, 0%[2.29 µM], ?, 4%
[68] Cc1cc(C)n2nc(SCC(=O)c3ccccc3)nc2n1
    11, 1%, 8, -1%
[69] O=C(NCCO)c1cccc(Nc2nc(-c3ccccc3)c3cc(Cl)ccc3n2)c1
    16, 2%, 40, -6%
[70] O=c1[nH]c2cc3c(cc2cc1C(c1nnnn1CC1CCCO1)N1CCCCCC1)OCCO3 (stereo not given)
    5, -5%, 3, -5%
[71] CC(NC(=O)c1cc2ccccc2o1)C(=O)O (stereo not given)
    -11, -8%, 2, -5%
[72] O=C(Nc1nc(-c2ccc(Cl)s2)cs1)c1ccccc1
    -1, 20%, 17, -10%
[73] COC(=O)CCC(=O)CN
    ·, ·, -19, -1%
[74] CCC(C)(C)OC
    ·, -13%, ·, 1%
[75] CCCn1c(N)c(C(=O)CSc2nnc(C3CC3)n2Cc2ccccc2)c(=O)[nH]c1=O
    -4, 2%, ?, 3%
[76] CC(C)NC(=O)c1cc(-n2cnnc2)ccc1Cl
    2, 2%, -2, -3%
[77] COc1ccc(C2c3c(n[nH]c3C)CC(C)(O)C2C(C)=O)cc1OC (stereo not given)
    -1, 6%, 9, 1%
[78] CCOC(=O)N1CCN(C(=O)CN(c2ccc(OCc3ccccc3)cc2)S(C)(=O)=O)CC1
    -2, -3%, 13, -8%
[79] Cc1ccc(-c2cn3cccnc3n2)cc1NC(=O)c1ccc(Br)o1
    -9, 3%, 29, 5%
[80] CC1(C)CC(=O)c2c(oc3cc(O)c(O)cc23)C1
    2, ?, 47, -18%&-21%
[81] O=c1c(Sc2ccccc2)c(C(F)(F)F)[nH]n1-c1ccccc1
    5, -23%, 9, -13%
[82] O=C(O)CSc1ccc([N+](=O)[O-])cc1[N+](=O)[O-]
    ·, -5%[11.4 µM], ·, -1%[11.4 µM]
[83] O=C(NCc1ccccc1)C1CCC(CNc2c(N3CCCCC3)c(=O)c2=O)CC1 (stereo not given)
    ·, ·, 31, 7%
[84] N#CC1=C(SCc2ccccc2)NC(=O)CC1c1ccco1 (stereo not given)
    8, ?, -2, -10%

Some of the compounds tested, so the mix of outcomes need not match the whole.
